Compound activity: PubChem, several laboratories
MT1-MMP act inh: MT1-MMP (human) activation inhibition; P50281; HT1080 RFP-PRO-GFP cells, GFP/RFP ratio fluorescence, overnight; percent of plate control window, DMSO zero; GFP/RFP ratio change, % at 20 µM; actives 0.061% (n = 360,000);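 active means GFP/RFP ratio change of at least 30% with cell ATP level not reduced by more than half and red fluorescence within 50% of control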; further: strong numbers were not always called active
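Assay system: HT1080 cells carrying an RFP-PRO-GFP reporter | Dosing: Single dose of 20 µM compound, 1% DMSO final | Incubation: Cells overnight before dosing, compound overnight, 37 °C, 5% CO2 | Evaluation: GFP/RFP fluorescence ratio | Control set: DMSO and RFP-L50D-GFP cell wells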
MsrA inh: inhibits bovine methionine sulfoxide reductase A; purified bovine MsrA, absorbance read-out; inhibition, % at 15.5 µM; actives 0.75% (n = 360,000); AID 651718; in the data active means inhibition above about 4.5%;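 further: 0% = vehicle wells with enzyme and 100% = reference inhibitor wells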
TbMetRS inhib: Trypanosoma brucei MetRS inhibition | inhibition, % at 11.9 µM | purified T. brucei MetRS, ATP depletion, Kinase-Glo luminescence | actives 0.4% (n = 360,000);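 active means inhibition above a per-plate cutoff of the control wells' mean inhibition plus 3 SD, cut at about 5.5% in these data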;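 further: 0% = DMSO wells median and 100% = median of wells with control inhibitor compound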
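assay system = parasite MetRS enzyme | timing = 15 min preincubation, 2 h reaction, all 25 °C | evaluation = percent inhibition relative to median high and low control wells | medium = HEPES buffer containing pyrophosphatase, BSA, spermine, DTT | compound = single dose, 11.9 µM final nominal, 0.9% final DMSO | detection = Kinase-Glo luminescence, ATP depletion format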
SKN-1 block: C. elegans SKN-1 inhibition. C. elegans VP596 Pgst-4::GFP/RFP ratio, acrylamide-induced, 24 h. inhibition, % at 21.8 µM. actives 0.49% (n = 360,000). AID 624304;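 active means interference check ratio from 0.5 to 1.5 plus GFP to RFP signal ratio inhibition reaching or exceeding a fixed threshold, cut at about 30% in these data, passing the limit was not always enough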; further: some compounds called inactive have numbers as strong as hits
NRP1-CendR mod: modulators of CendR peptide binding to human neuropilin-1; O14786; FAM-RPARPAR peptide binding to NRP-1, fluorescence polarization; inhibition, % at 25 µM; actives 0.85% (n = 360,000);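 active means inhibition or corrected inhibition above about 18%, plus a signal ratio from 0.5 to 1.5, limit read from the data, passing the limit was not always enough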; further: strong numbers were not always called active
FAS TE block: blocks the thioesterase domain of human fatty acid synthase; P49327; recombinant FAS-TE, OMFH fluorogenic substrate, fluorescence endpoint; inhibition, % at 15 µM; actives 0.67% (n = 360,000); AID 602261;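 active means compounds whose normalised, plate-corrected inhibition of enzyme fluorescence in the single-dose primary screen is 50% or more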;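 further: 0% = DMSO with enzyme and 100% = substrate without enzyme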
bovine MsrA act: bovine methionine sulfoxide reductase A activation | purified bovine MsrA, absorbance read-out | activation, % at 10.6 µM | actives 0.3% (n = 360,000) | AID 602163; in the data active means activation above about 7.5%;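 further: 0% = vehicle and 100% = reference activator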
E coli Lon inh: inhibitors of E. coli Lon protease; P0A9M0; purified E. coli Lon protease, fluorescence polarization; inhibition, % at 7.94 µM; actives 0.42% (n = 360,000); in the data active means inhibition above about 13%, passing the limit was not always enough;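 further: 0% = enzyme with probe and DMSO and 100% = no enzyme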
Target sequence (P0A9M0 whole entry, looked up): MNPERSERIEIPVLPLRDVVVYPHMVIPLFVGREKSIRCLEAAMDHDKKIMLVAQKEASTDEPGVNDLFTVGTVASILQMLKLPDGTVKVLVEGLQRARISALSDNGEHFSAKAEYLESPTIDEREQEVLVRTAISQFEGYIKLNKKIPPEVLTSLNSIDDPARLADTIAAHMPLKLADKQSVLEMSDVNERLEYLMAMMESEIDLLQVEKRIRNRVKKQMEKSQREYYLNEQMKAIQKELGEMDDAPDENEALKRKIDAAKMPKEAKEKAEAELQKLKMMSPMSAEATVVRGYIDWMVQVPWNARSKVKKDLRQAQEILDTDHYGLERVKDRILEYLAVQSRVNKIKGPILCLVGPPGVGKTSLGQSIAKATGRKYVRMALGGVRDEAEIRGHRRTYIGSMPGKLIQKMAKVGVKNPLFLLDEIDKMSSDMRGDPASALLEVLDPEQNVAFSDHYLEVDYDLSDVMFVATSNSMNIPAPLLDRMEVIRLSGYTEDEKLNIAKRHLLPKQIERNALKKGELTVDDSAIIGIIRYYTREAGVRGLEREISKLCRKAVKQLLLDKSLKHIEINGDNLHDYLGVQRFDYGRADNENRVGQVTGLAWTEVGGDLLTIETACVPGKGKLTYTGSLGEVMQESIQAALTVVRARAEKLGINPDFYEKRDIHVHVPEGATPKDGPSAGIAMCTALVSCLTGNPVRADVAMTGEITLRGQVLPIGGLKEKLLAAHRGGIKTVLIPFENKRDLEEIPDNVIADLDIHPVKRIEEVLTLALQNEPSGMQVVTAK
MLLE-PAM2 inh: inhibitors of microRNA-mediated deadenylation, human PABP1 MLLE binding. GST-MLLE / FITC-PAM2 fluorescence polarization. P11940. actives 0.36% (n = 360,000). inhibition, % at 20 µM; in the data active means inhibition above about 35%, passing the limit was not always enough;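 further: plate controls were DMSO wells with GST-MLLE for no effect and wells lacking GST-MLLE protein for full effect; some results filed as inactive read as strong as hits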
* = called active by the depositor; . = not tested or not shown.

SMILES	MT1-MMP act inh	MsrA inh	TbMetRS inhib	SKN-1 block	NRP1-CendR mod	FAS TE block	bovine MsrA act	E coli Lon inh	MLLE-PAM2 inh
O=C(Nc1ccccn1)c1ccc(S(=O)(=O)N2CCCC2)cc1	1	0.6	-0.2	8	-6	-3	-2	-9	6
Cc1ccc(OCC(=O)N/N=C/c2ccccc2)c([N+](=O)[O-])c1	-3	0.3	-0.3	-1	19*	6	2	2	-1
Cn1c(=O)c2c(nc(N3CCNCC3)n2Cc2cccc3ccccc23)n(C)c1=O	-8	.	-0.6	-10	-1	-7	-5	0	-9
COc1ccccc1CNC(=O)CCSCc1cccc(Cl)c1	2	-0.1	-0.3	14	-7	4	-4	11	2
COC(=O)c1ccc(CC2(C)C(=O)Nc3ccc(OC(F)(F)F)cc32)o1 (stereo not given)	1	0.0	0.3	16	-3	0	2	0	9
CCCCCC(=O)NNC(=O)c1ccc(F)cc1	3	0.2	0.4	9	7	-6	-1	0	-7
CCC1=Nc2cc(C(=O)NCCCOC)ccc2Sc2ccccc21	13	0.2	-0.9	15	-6	1	0	8	9
COc1cc(N)c(Cl)cc1C(=O)OCC(=O)NC1CCCC1	-1	0.0	-0.6	-6	-7	-1	-4	6	-2
CCOC(=O)C1(CC2CCCCO2)CCN(C(=O)Nc2ccc(C)c(C)c2)CC1 (stereo not given)	5	1.4	-0.6	2	0	1	-2	-9	3
N#Cc1ccccc1NC(=O)COc1c(Br)cc(Br)c2cccnc12	1	0.7	-0.1	5	-5	6	0	2	-15
Cc1nc(Cn2c3ccc(NC(=S)NC4CCCCC4)cc3c(=O)n2C)cs1	-6	-0.5	-0.2	14	-3	-7	-3	3	-1
CCCCN(C)C(=O)c1ccc(Nc2nc(C(N)Cc3ccc(C(F)(F)F)cc3)cs2)nc1 (stereo not given)	-6	-1.2	0.0	11	-13	-3	-1	0	-8
OC[C@@H]1CN(Cc2ccccc2)C[C@H](n2cnc3c(NCc4ccco4)ncnc32)O1	0	0.4	0.1	-8	2	-5	-2	-11	1
CCOC(=O)c1c(C(=O)OCC)c(C)n(CCc2ccc(OC)c(OC)c2)c1C	-3	-0.1	-0.6	-4	8	-7	4	-9	9
CC(C)CN(C(=O)CSc1nncn1C)C1CCS(=O)(=O)C1 (stereo not given)	5	0.2	-0.1	-9	0	-5	-13	-17	-15
CC(Sc1nc2cc([N+](=O)[O-])ccc2n1-c1ccc(F)cc1)C(=O)NCc1ccc2c(c1)OCO2 (stereo not given)	-2	-0.2	-0.6	6	-3	41	-6	-6	-89
O=C1CCC/C(=N\NC(=O)NC2CCCCC2)C1	-1	-0.4	-0.3	5	3	-1	-3	-8	4
O=C(COC(=O)CC1CCCC1)Nc1ccc(Cl)cn1	-3	-1.1	0.0	8	12	10	-2	-11	-5
COC(=O)C1=CN(C(C)C)C=C(C(=O)OC)C1c1cc2c(cc1Br)OCO2	-6	0.2	-0.2	-4	10	7	-1	-3	7
Cc1ccc(C(NC(=O)C2CCN(CCOc3ccc(Cl)cc3Cl)CC2)c2ccccn2)cc1 (stereo not given)	2	-1.5	0.0	-7	-9	9	5	-8	-8
CCc1nnc(NC(=O)CSc2nnc(CSc3nc(C)cc(C)n3)o2)s1	-2	-1.3	0.3	3	10	-9	-1	-1	-23
Oc1cccc(/C=N/Nc2nn3cnnc3c3ccccc23)c1	6	2.7	-0.5	1	0	-3	-8	-2	2
O=C(Nc1ccccc1F)c1ccc(CN2CCN(c3ccccc3)CC2)cc1	1	0.1	-0.6	9	-4	12	-1	-5	32
CCOC(=O)c1c(/N=C/N(C)C)sc(/C=N/Nc2ccccc2)c1-c1ccccc1	-5	2.5	-0.9	6	-44	12	-9	-6	-53
CCN(CC)C(=O)C1=C(C)N(Cc2ccc(C(C)(C)C)cc2)C(=O)C(CC(=O)NCC2CCCCC2)C1 (stereo not given)	3	-0.8	0.9	-8	-7	15	2	-4	-3
O=C(CCl)Nc1ccccc1Sc1ccc(Cl)cc1	-6	-0.8	0.1	-3	-2	18	-1	5	7
COc1ccccc1CNC(=O)CS(=O)(=O)c1ccc(C)cc1	0	1.2	-0.1	-10	18	-4	-2	-14	-5
COc1cccc(/C=N/NC(=S)NC2CC3CCC2C3)c1OC (stereo not given)	3	0.7	0.2	6	11	5	0	3	11
Cc1ccc(C)c(N2CC(O)(c3cccs3)[N+]3=C2CCCC3)c1 (stereo not given)	1	-0.4	-0.6	2	4	-3	-1	3	1
Cc1onc(-c2ccccc2)c1C(=O)NC(C)c1ccc2c(c1)OCO2 (stereo not given)	-3	-0.3	-0.1	2	16	3	-1	-4	4
Cc1ccc(N(C(=O)CNC(=O)c2ccco2)C(C(=O)NC2CCCCC2)c2cccnc2)cc1C (stereo not given)	1	1.2	-0.4	4	-2	4	-1	-1	1
CC1CCN(CCCNC(=O)COc2cc(=O)n(C)c3ccccc23)CC1	7	-0.1	-0.8	14	4	-10	-8	5	2
CC(=O)c1cccc(N(C(=O)c2ccco2)C(C(=O)NC2CCCC2)c2ccc(N3CCOCC3)cc2)c1 (stereo not given)	0	0.1	0.5	0	15	-5	-3	2	2
COc1ccccc1NC(=O)COC(=O)CCC(=O)c1cccs1	3	1.3	-0.3	0	-4	-4	0	6	6
O=C(NCCc1ccccc1)c1ccc(NC(=O)C2CCC2)cc1	5	0.1	-0.1	-1	-14	-4	-11	-13	8
COc1ccc(N2C(=O)CC(NNC(=O)c3cccnc3)C2=O)cc1 (stereo not given)	0	-1.1	0.0	-2	8	-4	-5	-3	3
CC(=O)Nc1cccc(NC(=O)c2c(-c3ccccc3Cl)noc2C)c1	5	-0.5	0.1	-2	18	-5	-1	-9	-4
N/C(=N\NC(=O)c1cccc(F)c1)c1cc2ccccc2oc1=O	0	1.8	-0.7	9	-4	0	-2	1	10
CCCCc1ccc(NC(=S)NCCN2CCOCC2)cc1	3	0.2	-0.7	1	-10	-4	-2	8	-43
Cc1cc(C)nc(SCC(=O)Nc2ncc(Cc3cccc(Cl)c3)s2)n1	1	-0.1	0.0	5	-3	4	-2	-1	-4
Cn1c(=O)c(/C=C/c2ccccc2)nc2ccccc21	-3	1.2	-1.0	1	-2	19	-8	13	4
O=C(O)C(C(=O)O)=C1C2CC3CC(C2)CC1C3	1	-0.8	-0.5	-8	-12	-7	-2	-2	9
COc1ccc(OC)c(C(=O)COC(=O)CNC(=O)c2ccccc2)c1	1	2.4	-1.0	9	-6	-7	-12	-12	0
CCc1ccccc1NC(=O)CSc1nnc(C2CC2)n1CC1CCCO1 (stereo not given)	0	2.2	-0.4	3	6	-5	-3	0	1
Cc1ccc2nsnc2c1NC(=O)c1cccnc1Cl	0	2.3	-0.9	3	1	-10	-9	1	2

2 compounds from above, limited to MsrA inh and FAS TE block:
SMILES,MsrA inh,FAS TE block
Cc1ccc(N(C(=O)CNC(=O)c2ccco2)C(C(=O)NC2CCCCC2)c2cccnc2)cc1C (stereo not given),1.2,4
CCc1ccccc1NC(=O)CSc1nnc(C2CC2)n1CC1CCCO1 (stereo not given),2.2,-5

Continued:
SMILES	MT1-MMP act inh	MsrA inh	TbMetRS inhib	SKN-1 block	NRP1-CendR mod	FAS TE block	bovine MsrA act	E coli Lon inh	MLLE-PAM2 inh
COc1cc(SC#N)ccc1N=Cc1c(C)[nH]n(-c2ccc(C)c(C)c2)c1=O	-11	0.3	-2.3	-6	-86	-13	0	-1	21
Clc1ccccc1OCCn1nnc2ccccc21	5	-0.3	-0.1	11	11	2	0	-8	-10
CCOC(=O)c1cnc2ccc(C)cc2c1Sc1ccc(F)cc1	-18	2.0	-0.8	10	-3	32	-3	15	12
CCn1c(Cc2ccccc2)nnc1SCC(=O)Nc1ccc(C)cc1	7	0.5	-0.7	8	-1	-6	-3	-6	-8
Fc1ccc(-[n+]2nc(Nc3ccccc3)sc2-c2ccc(OCc3ccccc3)cc2)cc1	-2	0.1	-0.2	16	2	-14	-2	-3	-148
CCc1cc(Cn2nc(-c3ccccc3)cc2C(=O)NCc2ccccc2OC)on1	.	0.9	0.5	12	-16	26	0	8	-7
CC1(c2ccccc2)CC(C)(C)N2C(=O)C(=O)c3cccc1c32 (stereo not given)	3	1.4	-1.7	3	12	0	-14	-11	-6
O=S(=O)(Nc1cccc2cccnc12)c1ccc(S(=O)(=O)N2CCCC2)cc1	7	1.2	0.3	-1	-12	15	-1	5	19
O=C(O)/C=C/C(=O)NCCc1ccc(Cl)cc1	-3	1.0	-0.7	2	5	-4	-5	-1	0
COc1ccc(OC)c(NC(=O)C2CC(=O)N(CCc3ccccc3)C2)c1 (stereo not given)	4	0.8	-0.5	-3	-19	0	0	-21	-33
COc1ccc(S(=O)(=O)N(C)C[C@@H]2OCc3cnnn3CCCC(=O)N([C@@H](C)CO)C[C@H]2C)cc1	-3	-0.3	-0.4	12	5	-9	-1	-9	-7
CCN1C(=O)/C(=C\c2ccc(F)cc2)N=C1SCC(=O)NCc1ccco1	0	0.3	-2.0	-10	-3	-6	-13	-11	29
CCN(C)C1CN(Cc2cn(Cc3cc(C)cc(C)c3)nn2)S(=O)(=O)C1 (stereo not given)	5	0.1	-0.6	6	10	-12	-4	-4	.
Cc1ccc(S(=O)(=O)N(OCc2ccccc2)C(C)C(=O)O)cc1 (stereo not given)	0	-0.8	0.0	2	9	3	-2	5	5
CC(C)[C@@H](C(=O)N1CCN(Cc2ccc3c(c2)OCO3)CC1)n1nnc2ccccc2c1=O	-2	-0.3	-0.3	-7	11	2	-1	7	-3
CC(=O)Nc1ccc(Sc2ccc([N+](=O)[O-])o2)cc1	-10	1.3	-0.1	-1	-20	5	-2	1	39
O=C(N/N=C/c1ccc(O)cc1)c1cncc(Br)c1	3	2.0	-1.3	1	2	-5	-7	4	8
OC[C@H]1O[C@@H](Oc2ccc3cc(Br)ccc3c2)[C@H](O)[C@@H](O)[C@H]1O	3	0.7	-0.2	9	5	-5	-1	-3	11
CCOc1cc(-c2conc2N)cc(OCC)c1OCC	-3	1.0	-0.2	2	-2	-6	-3	11	3
CCCCOc1ccc(C2/C(=C(/O)c3ccc4c(c3)CC(C)O4)C(=O)C(=O)N2CCCN2CCOCC2)cc1OC (stereo not given)	-2	0.9	-0.4	2	-19	-6	-7	-15	-9
COc1ccc(C(CCN2CCCC(C)C2)c2c(OC)cc(OC)c3c(-c4ccccc4)cc(=O)oc23)cc1 (stereo not given)	1	-0.7	1.1	-27	11	6	-1	6	-4
COc1ccc(CNC(=O)[C@@H](Cc2ccccc2)NC(=O)CC[C@H]2O[C@@H](n3ccc(=O)[nH]c3=O)[C@H](O)[C@@H]2O)cc1	5	0.1	-0.9	2	-2	-9	-6	-4	-3

Entries listed above shown as hits in NRP1-CendR mod:
structure | MT1-MMP act inh | MsrA inh | TbMetRS inhib | SKN-1 block | NRP1-CendR mod | bovine MsrA act | E coli Lon inh | MLLE-PAM2 inh
Cc1ccc(OCC(=O)N/N=C/c2ccccc2)c([N+](=O)[O-])c1 | -3 | 0.3 | -0.3 | -1 | 19* | 2 | 2 | -1

2 records picked at random from the list so far, as already listed:
SMILES	MT1-MMP act inh	MsrA inh	TbMetRS inhib	SKN-1 block	NRP1-CendR mod	FAS TE block	bovine MsrA act	E coli Lon inh	MLLE-PAM2 inh
CC(=O)Nc1ccc(Sc2ccc([N+](=O)[O-])o2)cc1	-10	1.3	-0.1	-1	-20	5	-2	1	39
COc1ccc(C(CCN2CCCC(C)C2)c2c(OC)cc(OC)c3c(-c4ccccc4)cc(=O)oc23)cc1 (stereo not given)	1	-0.7	1.1	-27	11	6	-1	6	-4
